GPR151 ag = activates the human receptor GPR151. Q8TDV0. PathHunter beta-arrestin GPR151 cells, luminescence. activation, % at 11.2 µM. 650,000 tested, 1% active. AID 1508602; in the data active = activation above about 4.9%;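 note: 0% = median of compound wells and 100% = cells with positive control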
Target sequence (Q8TDV0 whole entry, looked up): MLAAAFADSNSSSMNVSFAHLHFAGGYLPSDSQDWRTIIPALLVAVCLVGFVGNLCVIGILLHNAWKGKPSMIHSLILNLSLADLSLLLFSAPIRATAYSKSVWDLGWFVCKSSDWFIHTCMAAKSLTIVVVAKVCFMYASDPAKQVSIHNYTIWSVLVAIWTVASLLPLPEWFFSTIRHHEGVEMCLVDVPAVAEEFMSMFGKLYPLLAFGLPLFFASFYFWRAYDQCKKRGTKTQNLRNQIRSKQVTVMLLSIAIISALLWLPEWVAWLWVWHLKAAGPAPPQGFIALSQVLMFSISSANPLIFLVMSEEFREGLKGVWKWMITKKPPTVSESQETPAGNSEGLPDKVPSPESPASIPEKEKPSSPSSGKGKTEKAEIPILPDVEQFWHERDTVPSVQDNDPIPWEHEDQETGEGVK
TEAD-YAP block = TEAD-YAP interaction inhibition; HEK-TIYL cells, TEAD-Gal4/YAP UAS-luciferase luminescence; 640,000 tested, 1.4% active; inhibition, % at 9.12 µM; in the data active = inhibition above about 32%;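 note: 0% = median of test compound wells and 100% = reference inhibitor wells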
FBW7 act = activators of human E3 ligase FBW7; normalized activity (activation), % at 26.1 µM; Q969H0; 650,000 tested, 0.13% active; AlphaScreen FBW7–phospho-cyclin E peptide binding, activator screen; in the data active = normalized activity above about 1.9%;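 note: purified mutant Fbw7 with reduced substrate affinity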
MITF primary = inhibitors of human MITF; O75030; AlphaScreen MITF homodimerization, bead proximity signal; inhibition, % at 2.6 µM; 650,000 tested, 0.91% active; in the data active = inhibition above about 50%;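 note: 0% = vehicle wells with protein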
Target sequence (O75030 whole entry, looked up): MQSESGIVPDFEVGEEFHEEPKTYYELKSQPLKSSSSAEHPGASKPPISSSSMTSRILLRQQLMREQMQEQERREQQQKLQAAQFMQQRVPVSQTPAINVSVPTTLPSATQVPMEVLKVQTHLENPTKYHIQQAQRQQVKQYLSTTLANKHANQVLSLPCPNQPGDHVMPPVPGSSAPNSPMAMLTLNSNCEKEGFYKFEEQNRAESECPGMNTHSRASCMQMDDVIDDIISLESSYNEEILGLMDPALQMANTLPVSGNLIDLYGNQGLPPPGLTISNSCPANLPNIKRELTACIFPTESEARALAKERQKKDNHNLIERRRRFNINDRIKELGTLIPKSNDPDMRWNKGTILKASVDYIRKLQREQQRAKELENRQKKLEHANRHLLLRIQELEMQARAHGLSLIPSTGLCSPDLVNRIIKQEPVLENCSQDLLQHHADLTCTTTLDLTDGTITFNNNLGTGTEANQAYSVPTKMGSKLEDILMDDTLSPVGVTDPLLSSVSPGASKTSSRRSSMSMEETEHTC
An asterisk follows results filed as active; & = joins results of further samples.

SMILES	GPR151 ag	TEAD-YAP block	FBW7 act	MITF primary
O=S(=O)(CCOc1ccccc1)Nc1cccc(Br)c1	-1.7	-2.6	0.1	11.2
OCCCc1nc2n(n1)C(c1ccco1)C=C(c1ccc(F)cc1)N2 (configuration not stated)	-0.7	-8.3	0.1	-1.4
CCNC(=O)c1cc2c(=O)n3cc(C)ccc3nc2n(Cc2cccnc2)c1=N	0.2	5.2	-0.1	-1.0
O=C(CN1C(=O)c2ccccc2C1=O)NCC1(c2ccccc2)CCCC1	-0.4	4.7	0.2	1.6
CC1=C(C)CC2C(=O)N(c3cccc(C)c3)C(=O)C2C1 (configuration not stated)	0.9	-4.3	0.2	2.1
Cc1ccc(C(=O)Nc2nnc(-c3cccs3)s2)cc1	-0.5	-59.8	-0.3	6.6
CN1/C(=C\C(=O)NC2CCCCC2)C(C)(C)c2ccccc21	-0.3	-4.3	-0.1	13.9
CN(c1ccccc1)S(=O)(=O)c1ccc(NC(=O)c2ccccc2[N+](=O)[O-])cc1	2.9	3.8	-0.1	-5.8
Cc1nc(CNS(=O)(=O)c2ccc(-c3ccccc3)cc2)cs1	1.7	4.8	0.1	-0.9
CC1CN(CCc2ccccc2)c2nc3c(c(=O)n(CC(N)=O)c(=O)n3C)n2C1 (configuration not stated)	1.4	6.2	-0.1	7.8

The final 5 records of the section above lead into the next.
SMILES	GPR151 ag	TEAD-YAP block	FBW7 act	MITF primary
Cc1ccc(C(=O)Nc2nnc(-c3cccs3)s2)cc1	-0.5	-59.8	-0.3	6.6
CN1/C(=C\C(=O)NC2CCCCC2)C(C)(C)c2ccccc21	-0.3	-4.3	-0.1	13.9
CN(c1ccccc1)S(=O)(=O)c1ccc(NC(=O)c2ccccc2[N+](=O)[O-])cc1	2.9	3.8	-0.1	-5.8
Cc1nc(CNS(=O)(=O)c2ccc(-c3ccccc3)cc2)cs1	1.7	4.8	0.1	-0.9
CC1CN(CCc2ccccc2)c2nc3c(c(=O)n(CC(N)=O)c(=O)n3C)n2C1 (configuration not stated)	1.4	6.2	-0.1	7.8
COC(=O)c1cc(S(=O)(=O)Nc2cc(C)cc(C)c2)cn1C	0.9	-6.8	-0.1	4.3
Nc1cc(=O)[nH]c(SCC(=O)Nc2ccc(F)c(F)c2)n1	1.8	-6.9	0.0	6.4
COc1ccccc1C(=O)NC(=S)NC(C)c1ccccc1 (configuration not stated)	3.1	-8.6	-0.2	2.1
Oc1ccccc1/C=N/Nc1nncn1/N=C/c1ccccc1O	0.2	14.7	-0.8	28.3
CC(=O)Oc1cccc(C(=O)Nc2ccc3c(c2)C(=O)NC3=O)c1	-2.5	10.8	1.1	5.0
COC(=O)c1ccccc1NC(=O)C1=C(C)NC(=S)NC1c1ccc(Cl)cc1 (configuration not stated)	-0.9	-4.5	-0.2	-7.2
CCOC(=O)C1=C(C)N=c2s/c(=C\c3ccc(-c4cc(C)ccc4Cl)o3)c(=O)n2C1c1cccc(OC)c1 (configuration not stated)	-0.1	0.8	-0.1	-3.4
Cc1c(C(=O)Nc2ccc(F)cc2)sc2ncn(Cc3ccccc3F)c(=O)c12	-0.3	6.6	-0.2	-7.4
CCn1c(SCC(=O)Nc2ccc(C(C)=O)cc2)nnc1-c1cccnc1	-0.9	1.9	-0.1	0.7
CC1(C)CC(=O)C([N+](=O)[O-])=C(Nc2ccccc2)C1	-0.2	-4.0	-0.1	-0.1

The final four records of the section above open the next one:
SMILES	GPR151 ag	TEAD-YAP block	FBW7 act	MITF primary
CCOC(=O)C1=C(C)N=c2s/c(=C\c3ccc(-c4cc(C)ccc4Cl)o3)c(=O)n2C1c1cccc(OC)c1 (configuration not stated)	-0.1	0.8	-0.1	-3.4
Cc1c(C(=O)Nc2ccc(F)cc2)sc2ncn(Cc3ccccc3F)c(=O)c12	-0.3	6.6	-0.2	-7.4
CCn1c(SCC(=O)Nc2ccc(C(C)=O)cc2)nnc1-c1cccnc1	-0.9	1.9	-0.1	0.7
CC1(C)CC(=O)C([N+](=O)[O-])=C(Nc2ccccc2)C1	-0.2	-4.0	-0.1	-0.1
COc1ccc(CN2CCN(Cc3ccccc3C)CC2)c(OC)c1OC	0.2	9.7	0.9	56.1*
Cc1nc2c(cc(Oc3ccc(S(=O)(=O)N4CCOCC4)cn3)c3ccsc32)s1	2.7	-19.7	-0.1	-7.0
C[C@H]1NC(=O)[C@H]2CN(Cc3cccc(F)c3)CCN2C1=O	3.3	-7.2	0.1	17.6
COc1ccc(C(=O)N2CCN=C2SCc2ccccc2)c(OC)c1	-0.1	-18.4	-0.1	-2.9
O=C(N[C@H]1C[C@H]2C(=O)N3CCC[C@H]3C(=O)N2C1)c1ccc(F)cc1	-0.7	-12.6	0.5	-13.2
COC(=O)c1c(NC(=O)c2cccnc2)sc2c1C(C(=O)OC)CC2 (configuration not stated)	0.9	-9.7	-0.1	-3.4
Cn1c(=O)c(=O)n(C)c2cc(S(=O)(=O)NCc3ccc(F)cc3)ccc21	0.4	7.8	0.2	14.1
CCOC(=O)C1=C(O)/C(=C/c2ccc(OC)c(OC)c2)SC1=Nc1ccccc1	-0.5	-4.0	-0.3	10.1
Cc1sc2nc(C(C)C)n3c(=O)n(CCN4CCCC4)nc3c2c1C	11.2*	8.0	-0.4	-2.3
Cc1cccc(-c2noc(CNC(=O)COc3ccc(Br)cc3)n2)c1	-0.4	7.2	0.3	12.0
O=C(c1ccccc1)C1Oc2ccccc2OC1O (configuration not stated)	0.2	-16.2	0.0	-2.7
N#CC(C(=O)c1cccc(N2C(=O)CCC2=O)c1)c1ccccn1 (configuration not stated)	1.6	4.7	-0.2	5.5
Cc1ccc(NC(=O)C(=S)NC2CCCC2)cc1	-0.1	-53.9	0.1	0.6
CCc1nnc(NC(=O)c2[nH]c(C)c(C(C)=O)c2C)s1	1.4	-21.3	0.1	1.2
COc1cc(/C=C2/SC(=O)N(CC(=O)Nc3cccc(C)c3)C2=O)ccc1OC(C)C	-0.7	-4.9	0.0	-15.0
COC(=O)CNS(=O)(=O)c1ccc(I)cc1	0.8	-0.6	0.1	15.7
CCN(CC)CCOC(=O)c1ccc(NC=C2C(=O)OC(C)(C)OC2=O)cc1	-0.2	4.3	-0.1	0.2
Cc1cc(NC(=O)c2ccc(NC(N)=O)cc2)ccc1Br	1.1	-32.3	0.0	14.0
O=C(Cn1nnc(-c2cccs2)n1)Nc1ccccc1N1CCOCC1	-0.1	12.2	0.3	21.0
CCCN(CCC)S(=O)(=O)c1ccc(NC(=O)COC)cc1	1.7	3.4	0.3	13.4
COc1ccc2cc(C3CC(c4ccc(Cl)cc4)=NN3C(=O)c3ccco3)c(Cl)nc2c1 (configuration not stated)	0.5	12.4	0.1	3.0
CCCN(CCC)CCNC(=O)CNC(=O)c1nn(-c2ccc(OC)c(OC)c2)c(=O)c2ccccc12	0.7	4.4	0.0	14.9
O=C1NC(=O)/C(=C\c2ccc(OCC(=O)N3CCOCC3)cc2)N1	-1.1	-13.0	-0.2	-15.8
O=C(Cn1nnnc1CN1CCCCCC1)N1CCCN(Cc2cccs2)CC1	-0.3	-0.3	-0.1	-6.2
COc1ccccc1/C=C(\NC(=O)c1ccc(OC)c(OC)c1)C(=O)Nc1ccc(F)cc1	0.1	-3.0	0.0	10.6
COc1ccc(Cl)cc1C(=O)NCCNc1cc(-n2ccnc2C)ncn1	1.2	6.6	0.5	8.6
CCOCc1cc(CN2CCCC(N3CCOCC3)C2)ccc1OC (configuration not stated)	-0.7	15.1	-0.1	10.4
O=C(CNC(=O)c1ccccc1)NCC(=O)N/N=C/c1ccco1	0.3	9.9	0.0	-2.6
CN(c1cccc(NC(=O)CSc2ccc(Cl)cc2)c1)S(C)(=O)=O	-0.7	6.7	0.0	-1.4
O=C(Nn1c(-c2ccccc2F)nc2ccccc2c1=O)c1ccc([N+](=O)[O-])cc1Cl	-0.8	-4.7	0.2	13.6
O=C(NN1C(=O)C2C3C=CC(C3)C2C1=O)c1cccc(Br)c1 (configuration not stated)	-0.3	-0.5	0.2	1.0
Cc1ccc(SCCCC(=O)N2CCN(c3ccccc3)CC2)cc1	3.3	5.9	0.5	12.8
Cc1sc(NC(=O)c2ccco2)c(C(c2ccc3c(c2)OCO3)N2CCOCC2)c1C (configuration not stated)	-1.5	-15.5	-0.1	-1.9
CCCNC(=O)C1CCCN(c2nc3c(C)cc(C)cc3s2)C1 (configuration not stated)	1.9	-10.1	-0.1	3.5
CC1=C(C(=O)OC(C)(C)C)C(c2ccccc2Cl)NC(=O)N1 (configuration not stated)	-0.7	-4.4	0.0	-2.4
COc1cc2nc(N3CCCC(CO)C3)cc(C)c2cc1OC (configuration not stated)	-0.3	-13.7	-0.1	-9.5
NC(=O)NN1C(=O)/C(=C/c2ccco2)SC1=S	-0.4	-1.9	-0.8	68.7*
COCC(C)NC(=O)c1cnn2c(C(F)(F)F)cc(-c3ccc(F)cc3)nc12 (configuration not stated)	0.4	-1.6	0.0	18.6
CCN(C(=O)c1cccc(F)c1)c1ccccc1C	1.6	6.8	0.0	-20.3
Cc1cccc(OCC(=O)O/N=C(\N)c2ccc(Br)cc2)c1	0.7	-4.8	0.1	21.0
CC1Nc2ncnn2C(c2cccc(Cl)c2)C1C(=O)Nc1ccccc1 (configuration not stated)	-2.3	0.2	0.2	12.7
COCc1cc(CN2CCCC(CNS(=O)(=O)N(C)C)C2)ccc1OC (configuration not stated)	-0.4	11.0	0.1	-1.6
COc1ccc2nc(NC(=O)c3ccccc3SC)sc2c1	0.4	-49.4	-0.2	1.9
C[C@H](Nc1ccc(C(F)(F)F)cc1[N+](=O)[O-])C(=O)OCC(=O)Nc1sccc1C#N	-1.1	-10.2	-0.1	8.8
CCOc1ccc(NC(=O)CCn2cnc3ccccc3c2=O)cc1	1.0	-10.0	0.9	1.1
O=C(CSc1nnc2sc3ccccc3n12)Nc1c(Cl)cccc1Cl	0.3	-6.7	0.1	1.3
COc1ccc(OC)c(C2(O)CSC(=Nc3cccnc3)N2C2CC2)c1 (configuration not stated)	0.7	9.4	-0.1	4.7
CC(=O)N/N=C/c1ccc(OCC(C)C)cc1	-0.7	-6.5	0.8	10.0
O=c1c(Oc2ccccc2Br)coc2cc(O)ccc12	0.9	-2.9	0.0	0.9
CN(C)c1ccc(/C=C(\C#N)c2ccccn2)cc1	-10.4	90.6*	0.2	12.8

One compound at a time, from the list above:
CCNC(=O)c1cc2c(=O)n3cc(C)ccc3nc2n(Cc2cccnc2)c1=N is listed as GPR151 ag: 0.2; TEAD-YAP block: 5.2; FBW7 act: -0.1; MITF primary: -1.0
O=C1NC(=O)/C(=C\c2ccc(OCC(=O)N3CCOCC3)cc2)N1 is listed as GPR151 ag: -1.1; TEAD-YAP block: -13.0; FBW7 act: -0.2; MITF primary: -15.8

The list goes on:
SMILES	GPR151 ag	TEAD-YAP block	FBW7 act	MITF primary
COC(=O)C1=CN(Cc2ccc(F)cc2)C=C(C(=O)OC)C1c1cccc(OCc2ccccc2)c1	-1.7	12.2	0.5	-2.1
Nn1c(SCC(=O)Nc2cc(Cl)ccc2Cl)nnc1-c1ccco1	0.4	12.6	-0.2	-5.1
COc1ccccc1Nc1nnc(C)c(=O)[nH]1	-1.0	2.7	0.0	25.6
CCCCNC(=O)CSc1nc2n[nH]c(C)c2c(=N)n1-c1ccc(Cl)c(C)c1	1.4	-8.0	0.1	-5.4
O=C(Nc1ccc(Cl)cc1)n1nc(C(F)(F)F)c2cnccc21	3.8	-0.5	-0.2	2.5
O=C(NCc1cccc(Cl)c1)c1cnc2ccccn12	-0.9	13.1	0.8	9.6
Cc1cc(N2CCCCC2)nc2ccc(NC(=O)CCC(=O)N3CCC(C)CC3)cc12	-0.9	-30.5	0.1	-5.2
Cc1[nH]c2ccccc2c1CCNC(=O)/C(=C/c1ccco1)NC(=O)c1ccc(Br)cc1	2.1	9.4	0.3	15.1
CCCC(=O)Nc1cc(C)c(NC(=O)C2CCCCC2)cn1	-0.3	-5.2	-0.1	-8.2
Cc1cc(C(C)(C)CC(C)(C)C)ccc1OCCOCC[N+](C)(C)Cc1ccccc1	1.3&0.7	8.4	-0.3&-0.1	-4.3&-8.1
Cc1ccc(S(=O)(=O)N2CCN(c3ccc(Cl)cc3[N+](=O)[O-])CC2)cc1	-0.7	-0.6	0.6	12.6
COCCn1c(=S)[nH]c2cc(C(=O)N3CCN(c4cccc(Cl)c4)CC3)ccc2c1=O	0.2	3.0	0.0	-9.6
CS(=O)(=O)c1ccc(SCC(=O)OC2CCCCC2)c([N+](=O)[O-])c1	-0.1	4.2	-0.2	13.3
O=C(NCCO)/C(=C\c1ccc(-c2cccnc2Cl)o1)NC(=O)c1ccccc1	-0.8	4.1	0.0	-2.4
CCCCNC(=O)CN1N=C(c2ccc(Cl)cc2)CCC1=O	1.4	6.5	-0.1	2.7
COc1ccc(-c2cc(C(=O)N/N=C/c3cc([N+](=O)[O-])ccc3Cl)[nH]n2)cc1OC	-2.0	3.1	0.2	4.7
C#CC(O)(c1ccccc1)c1cccnc1 (configuration not stated)	-0.5	0.8	0.5	9.5
COCCCn1c(SCC(=O)N2CCOCC2)nnc1-c1ccncc1	-0.5	6.3	-0.1	-12.6
CCOC(=O)C(=CNC1CC(C)(C)NC(C)(C)C1)C(=O)OCC	0.4	-0.4	-0.1	2.7
COc1ccc(CN2C(=O)CN(C3CCCCC3)C(=O)C2c2ccc(Cl)cc2)cc1 (configuration not stated)	-1.4	3.8	0.3	12.5
COc1cc(NC(=O)C2COc3ccccc3O2)ccc1-c1cn[nH]c1 (configuration not stated)	-1.1	-27.8	0.5	14.3
